# FBW7 activator: activators of human E3 ligase FBW7. hit rate 0.13% among 650,000. Q969H0. AlphaScreen FBW7–phospho-cyclin E peptide binding, activator screen. normalized activity (activation), % at 26.1 µM. AID 1259310; in the data active means normalized activity above about 1.9%;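 further: purified mutant Fbw7 with reduced substrate affinity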
# MITF primary: human MITF inhibition, primary screen. O75030. AlphaScreen MITF homodimerization, bead proximity signal. inhibition, % at 2.6 µM. hit rate 0.91% among 650,000; in the data active means inhibition above about 50%;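 further: 0% = vehicle wells with protein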
# Target sequence (O75030 whole entry, looked up): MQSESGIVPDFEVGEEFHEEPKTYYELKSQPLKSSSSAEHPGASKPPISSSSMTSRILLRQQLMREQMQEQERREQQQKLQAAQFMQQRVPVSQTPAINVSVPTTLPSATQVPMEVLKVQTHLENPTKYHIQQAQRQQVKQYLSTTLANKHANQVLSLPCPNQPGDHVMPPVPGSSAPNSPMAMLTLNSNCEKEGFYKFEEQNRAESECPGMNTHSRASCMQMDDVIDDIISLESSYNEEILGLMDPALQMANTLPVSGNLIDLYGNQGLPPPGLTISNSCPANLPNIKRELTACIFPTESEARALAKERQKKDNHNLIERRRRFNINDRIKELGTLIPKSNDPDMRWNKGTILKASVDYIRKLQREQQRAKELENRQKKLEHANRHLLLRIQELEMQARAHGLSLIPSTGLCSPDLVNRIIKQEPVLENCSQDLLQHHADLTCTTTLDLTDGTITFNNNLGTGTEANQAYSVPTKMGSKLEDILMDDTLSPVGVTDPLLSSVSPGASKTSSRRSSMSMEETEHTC
# TEAD-YAP inh: TEAD-YAP interaction inhibition; HEK-TIYL cells, TEAD-Gal4/YAP UAS-luciferase luminescence; inhibition, % at 9.12 µM; hit rate 1.4% among 640,000; in the data active means inhibition above about 32%;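 further: 0% = median of test compound wells and 100% = reference inhibitor wells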
# GPR151 activ: activators of human GPR151; activation, % at 11.2 µM; hit rate 1% among 650,000; PathHunter beta-arrestin GPR151 cells, luminescence; AID 1508602; in the data active means activation above about 4.9%;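 further: 0% = median of compound wells and 100% = cells with positive control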
# Target sequence (Q8TDV0 whole entry, looked up): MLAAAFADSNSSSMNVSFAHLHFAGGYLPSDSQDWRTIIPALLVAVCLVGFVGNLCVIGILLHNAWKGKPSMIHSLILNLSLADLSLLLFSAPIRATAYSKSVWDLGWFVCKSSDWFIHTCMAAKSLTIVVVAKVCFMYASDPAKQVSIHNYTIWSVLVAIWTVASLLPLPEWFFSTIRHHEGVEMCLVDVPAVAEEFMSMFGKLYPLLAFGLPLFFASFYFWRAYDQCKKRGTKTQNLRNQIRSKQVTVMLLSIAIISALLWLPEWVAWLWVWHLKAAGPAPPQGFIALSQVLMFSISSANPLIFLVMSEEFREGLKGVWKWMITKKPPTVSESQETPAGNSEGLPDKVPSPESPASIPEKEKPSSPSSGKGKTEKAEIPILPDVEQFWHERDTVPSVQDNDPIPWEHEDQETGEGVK
# An asterisk follows results filed as active.
# Under each structure – FBW7 activator, MITF primary, TEAD-YAP inh, GPR151 activ
O=C(Nc1cccc(-c2nc3ccccc3[nH]2)c1)c1ccc(S(=O)(=O)N2CCCCC2)cc1
 : -0.3, -3, -2, 2.4
CCOC(=O)c1cc2c(=O)n3ccccc3nc2n(C(C)C)c1=N
 : -0.2, -9, -8, 0.2
CCCC(=O)Oc1ccc2c(=O)c(Oc3cc(C)cc(C)c3)coc2c1
 : 0.1, -1, 3, -1.1
Cc1cc(C)nc(SCC(=O)Nc2ccccc2C#N)n1
 : 0.3, 19, 7, -0.4
CCn1c(C)cc(/C=C2/NC(=O)N(c3cccc(Cl)c3)C2=O)c1C
 : 0.0, 12, 25, -0.3
CC1(c2ccc3c(c2)OCO3)NC(=O)NC1=O (stereo not drawn)
 : -0.1, 8, 0, 0.5
OCC1CCCN1c1nc(NCCc2ccc(O)cc2)c2ncn(-c3ccsc3)c2n1 (stereo not drawn)
 : -0.3, 6, 19, -1.9
CCOc1cc(/C=N/NC(=O)c2c(C)nc3ccc(Cl)cn23)ccc1O
 : -0.1, -3, 25, 4.6
CC(N=C(NS(=O)(=O)c1ccccc1)c1ccccc1)C(=O)O (stereo not drawn)
 : -0.1, 4, -2, 0.7
CC(NC(=O)c1ccc(OC2CCN(C(=O)C3CC3)CC2)cc1)c1ccc(F)cc1 (stereo not drawn)
 : 0.1, 0, -30, 0.8
C=CCNC(=O)CSc1nnc2n1C(C)(C)Cc1ccccc1-2
 : 0.2, 10, 0, 0.8
Cn1c(Nc2cc(NCc3ccccc3)ncn2)nc2ccccc21
 : -0.3, 1, -1, 1.7
Oc1cccc(C=Nc2ccc3ccccc3c2)c1O
 : -0.1, 2, 2, -0.4
O=C(O)c1cccc(NC(=O)c2cc(Cl)c(Cl)cc2C(=O)O)c1
 : -0.1, 10, -6, -0.7
CCOC(=O)c1ccc(CNC2CCN(c3cccc(NC(=O)c4ccncc4)c3)CC2)o1
 : 0.0, 12, -8, -1.7
CCc1ccc(C(=O)COC(=O)CNC(=O)c2ccc(Cl)cc2)cc1
 : -0.1, -2, 6, -0.6
COc1ccc(C(=O)NCC(c2ccc3c(c2)OCO3)N2CCN(c3ccccc3)CC2)cc1 (stereo not drawn)
 : 0.1, 12, -5, -1.4
CCN1CCn2c1nc(N1CCOCC1)nc2=O
 : 0.0, -1, 0, 1.0
COc1ccc(-c2cc(-c3ccccc3)c(C#N)c(SCC(O)CS(=O)(=O)Cc3ccccc3)n2)cc1 (stereo not drawn)
 : 0.5, 9, 4, -1.8
COc1ccccc1CCNC(=S)Nc1ccc(S(N)(=O)=O)cc1
 : -0.1, -8, 0, -0.2
NC(=O)c1ccc(-c2cccc3c2OC(CNC(=O)CCc2ccco2)C3)cc1 (stereo not drawn)
 : -0.1, 2, 11, 0.8
CN(CC(=O)NCCCc1ccccc1)S(=O)(=O)c1cnc[nH]1
 : 0.0, 4, -15, -0.8
CN(Cc1ccccc1)c1c(-c2ccccc2)c(=O)c1=O
 : 0.1, 0, -7, 0.8
CCC1=NN2C(=N)/C(=C/c3cc(I)c(OCCOc4ccccc4OC)c(OC)c3)C(=O)N=C2S1
 : 0.0, 10, -6, -0.6
COc1cccc(/C=C2\N=C(c3ccc([N+](=O)[O-])cc3Cl)OC2=O)c1
 : 0.0, 2, 0, -0.4
CC(C)(O)C#Cc1ccc(CN2CCc3nnc(CCNC(=O)C4CCC4)n3CC2)cc1
 : -0.2, 3, 10, 1.0
CCOC(=O)NC1(C(F)(F)F)NC(=O)N(c2ccc(F)cc2)C1=O (stereo not drawn)
 : 0.1, 12, 3, -2.0
O=C(COc1ccccc1[N+](=O)[O-])N/N=C/c1cc(I)ccc1O
 : 1.1, 12, -13, 0.1
CC(C)(C)c1ccc(CSc2nc3ccsc3c(=O)n2Cc2ccc3c(c2)OCO3)cc1
 : -0.2, -12, -1, -2.0
O=C(COc1ccccc1F)n1nnc2ccccc21
 : -0.1, 0, -1, 1.1
Cc1ccc(-c2nc(=O)[nH]c3ccccc23)cc1
 : 0.1, 2, -9, -2.0
OCc1ccccc1-c1cnc2c(NCCc3ccccn3)nccn12
 : 0.0, -6, 17, -3.1
CCCC1(C2CCN(Cc3ccc4c(c3)OCO4)CC2)NC(=O)N(CC2CCCO2)C1=O (stereo not drawn)
 : 1.5, 23, -4, -1.1
CCOc1ccc(-n2c(N)c(S(=O)(=O)c3ccccc3)c3nc(C#N)c(C#N)nc32)cc1
 : 0.0, -12, -7, -0.7
COC(=O)c1ccc(/C=N/NC(=O)COc2ccc3ccccc3c2)cc1
 : 0.0, 3, -13, -0.2
O=C(Nc1ccc(I)cc1Cl)c1cc2ccccc2o1
 : -0.1, 8, -49, 1.8
O=C(CC1C(=O)NCCN1Cc1cccc(Oc2ccccc2)c1)NCCCn1cccn1 (stereo not drawn)
 : 0.0, -4, -22, 1.2
COc1ccccc1CNC(=O)CNC(=S)N(Cc1ccccc1)Cc1cccs1
 : 0.0, -1, -12, 0.1
CCN(CC)C(=O)COc1ccc(/C=C(\C#N)S(=O)(=O)c2ccccc2)cc1OC
 : 0.2, 14, 6, -1.4
COc1cccc(NC(=O)CCS(=O)(=O)c2ccc(C)cc2)c1
 : 0.0, 8, 1, -0.4
O=C(NCCc1ccccc1)c1c(F)cccc1Cl
 : -0.1, 6, -15, 1.8
Cc1nnc(N2C(=O)c3ccc(C(=O)c4ccc(C(=O)O)cc4)cc3C2=O)s1
 : 0.1, 0, 2, -1.6
CCOC(=O)N1CCc2c(sc(NC(=O)c3ccccc3)c2-c2nc3ccccc3s2)C1
 : -0.3, 4, -17, -1.1
CCCCCn1c(=S)[nH]c2cc(C(=O)NCc3ccc4c(c3)OCO4)ccc2c1=O
 : 0.2, 14, 2, -1.9
COc1ccc(CNS(=O)(=O)c2c(C)[nH]c(=O)[nH]c2=O)cc1
 : 0.0, 11, 0, -0.8
O=C(O)CSCC1NC(=S)N(c2ccccc2)C1=O (stereo not drawn)
 : -0.3, 4, -4, -2.4
CCOC(=O)c1cnn(-c2ccc(OC)cc2)c1CNCc1ccncc1
 : 0.1, 6, 4, -1.6
CCCOC(=O)COc1ccc2c3c(c(=O)oc2c1)CCCC3
 : 0.2, 12, 6, -0.7
O=C(O)CNC(=O)c1ccc2c(c1)OCCO2
 : 0.5, 24, -7, 1.9
O=C(CNS(=O)(=O)c1ccc(Cl)cc1)NNC(=O)c1cccnc1
 : 0.1, 6, 5, -0.5
Cc1ccc(C(c2nnnn2C(C)(C)C)N2CCN(C(=O)c3ccco3)CC2)cc1 (stereo not drawn)
 : 0.5, 3, -2, -0.9
COc1cccc(CN2C[C@@H]3C[C@@H](c4cccc(SC)c4)N4CCC[C@@]34C2=O)c1
 : 0.0, -1, 5, -1.3
CCN1C(=O)N(CC)C2C1N(C)C(=O)N2C (stereo not drawn)
 : 0.3, 5, -2, -0.4
Cc1ccc(C(c2ccc(C)o2)c2cc3c(cc2N)OCO3)o1
 : 0.1, 22, 7, 0.1
Cc1ccccc1OCC(=O)NNC(=O)c1ccc(-c2ccccc2)cc1
 : 0.5, 0, -24, 1.6
Cc1ccccc1-n1c(=O)cc(N2CCc3ccccc32)[nH]c1=O
 : 0.0, 2, 2, -0.3
CCOc1ccccc1/C=C(\C#N)c1nc2ccccc2[nH]1
 : 0.0, 1, -19, 4.0
Brc1ccc2cnc(Nc3ccc(-n4cnc(N5CCOCC5)n4)cc3)nc2c1
 : 0.0, 9, 1, 1.4
Cc1c(C(=O)NC2CCCCCC2)sc2ncn(Cc3ccccc3F)c(=O)c12
 : 0.1, 3, 3, -1.6
C/C(N)=C(/C#N)C(=O)COC(=O)CNS(=O)(=O)c1ccc(N(C)C)c([N+](=O)[O-])c1
 : 0.0, 1, 4, 0.3

# Molecules from the list above containing a nitro group on carbon, in the order listed:
# Under each structure – FBW7 activator, MITF primary, TEAD-YAP inh, GPR151 activ
COc1cccc(/C=C2\N=C(c3ccc([N+](=O)[O-])cc3Cl)OC2=O)c1
 : 0.0, 2, 0, -0.4
O=C(COc1ccccc1[N+](=O)[O-])N/N=C/c1cc(I)ccc1O
 : 1.1, 12, -13, 0.1
C/C(N)=C(/C#N)C(=O)COC(=O)CNS(=O)(=O)c1ccc(N(C)C)c([N+](=O)[O-])c1
 : 0.0, 1, 4, 0.3

# (list continues)
# Under each structure – FBW7 activator, MITF primary, TEAD-YAP inh, GPR151 activ
COC(=O)COc1ccc2c(C)c(C)c(=O)oc2c1C
 : 0.8, 8, 3, -1.5
CCOC(=O)c1ccc(CN(Cc2ccc(C)cc2)S(=O)(=O)c2cccc(Cl)c2)cc1
 : 0.0, 13, -3, 2.1
OCCC1CN(Cc2cccn2-c2ccccn2)CCN1Cc1ccccc1F (stereo not drawn)
 : 0.0, 13, -7, 4.1
O=C(NC1CC1)c1ccc(-c2nc(NCCCN3CCCC3=O)c3ncn(-c4ccccc4)c3n2)cc1
 : -0.1, 1, 64*, 0.3
COCC(C)n1c(C)cc(C(=O)COC(=O)c2cccn2C)c1C (stereo not drawn)
 : -0.2, 11, 67*, -1.7
CCc1ccccc1Nc1ccc(C(=O)O)cc1N
 : -0.1, 10, -9, -1.2
CC(C)N(CCNc1ncnc2nc(Nc3cnccn3)[nH]c12)C(C)C
 : 0.0, 20, 2, -2.1
Oc1ccccc1-c1nc(Nc2cccc(F)c2)c2ccccc2n1
 : 0.2, 10, -2, 0.3
COc1ccc(-c2nnc(NC(=O)c3ccccc3OC)o2)cc1
 : 0.0, 0, -4, -1.1
Cc1cc2c(cc1S(=O)(=O)NCCC1=CCCCC1)OCCN2C
 : -0.2, 3, 0, -1.8
Cn1c2ccccc2n2nc(-c3ccccc3)cc12
 : 0.2, 1, 13, -0.8
CCOC(=O)C1=C(CN(CC)Cc2ccccc2)NC(=O)NC1c1ccc(C)cc1 (stereo not drawn)
 : 0.1, 1, 15, 0.4
CC1(C)CC(=O)C2=C(C1)N(c1ccc(Cl)cc1)C(N)=C(C#N)C2c1ccc(Br)cc1 (stereo not drawn)
 : 0.0, 3, 4, 1.4
O=C(CNC(=O)c1ccc(Cl)cc1)N/N=C/c1ccc(OC(=O)c2ccccc2)cc1
 : 0.2, 10, -8, -1.1
COc1cccc(CNC(=O)c2cnn3c4c(cnc23)CCCCC4)c1
 : 0.2, 2, 8, -0.8
CCOC(=O)c1sc(NC(=O)CSc2nnc(CNC(=O)Cc3ccccc3)n2-c2ccc(OCC)cc2)c(C(=O)OCC)c1C
 : 0.2, -15, -14, 1.2
O=C(c1cccn2c(=O)c3c4c(sc3nc12)CCCC4)N1CCN(c2ncccn2)CC1
 : -0.2, -4, -1, 0.5
COc1ccc(CNC(=O)CCCn2c(SCC#N)nc3cc4c(cc3c2=O)OCO4)cc1
 : -0.1, 2, -6, 0.9
CCOC(=O)c1c(NC(=O)CNC(C)(C)C)sc2c1CCCCC2
 : -0.3, -2, 6, 1.3

# Compound profiles, as listed above. Order of screens: FBW7 activator | MITF primary | TEAD-YAP inh | GPR151 activ
# `CC1(C)CC(=O)C2=C(C1)N(c1ccc(Cl)cc1)C(N)=C(C#N)C2c1ccc(Br)cc1` (stereo not drawn) across the screens: 0.0 | 3 | 4 | 1.4
# `Cn1c2ccccc2n2nc(-c3ccccc3)cc12` across the screens: 0.2 | 1 | 13 | -0.8
# `COc1ccc(CNC(=O)CCCn2c(SCC#N)nc3cc4c(cc3c2=O)OCO4)cc1` across the screens: -0.1 | 2 | -6 | 0.9
# `COCC(C)n1c(C)cc(C(=O)COC(=O)c2cccn2C)c1C` (stereo not drawn) across the screens: -0.2 | 11 | 67* | -1.7

# 2 compounds picked at random from those above, as already listed:
# Under each structure – FBW7 activator, MITF primary, TEAD-YAP inh, GPR151 activ
CCOC(=O)c1cnn(-c2ccc(OC)cc2)c1CNCc1ccncc1
 : 0.1, 6, 4, -1.6
CC(C)N(CCNc1ncnc2nc(Nc3cnccn3)[nH]c12)C(C)C
 : 0.0, 20, 2, -2.1

# Screening data deposited in PubChem BioAssay by The Scripps Research Institute Molecular Screening Center.

# Random draw from the library; about 3.4% have a hit in one of these screens.
